CRFBP-R2 agonist: CRF-BP/CRF-R2 complex agonism; HEK293 CRF-R2/CRF-BP, calcium dye fluorescence (FLIPR); percent of saturating CRF peptide response; activation, % at 13.2 µM; 350,000 tested, 0.46% active;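 active = activation of at least 50%, plus an integration ratio under a set limit after plate pattern correction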;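 note: plate controls were neutral control wells without compound for no effect and CRF at EC100 for full effect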
CRFR2-BP antag: blocks CRF-induced signaling of the CRF-BP/CRF-R2 complex; HEK293 CRF-R2/CRF-BP, CRF-induced calcium fluorescence; inhibition, % at 11.8 µM; 350,000 tested, 0.59% active; AID 588475;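 active = inhibition of the ligand-induced calcium signal above about 50% at the single tested concentration, limit read from the data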
M5 PAM: positive allosteric modulators of human muscarinic M5 receptor. CHO-K1 hM5, Fluo-8 calcium, ACh EC20 PAM; 0% = ACh EC20, 100% = ACh EC100. activation, % at 3 µM. 360,000 tested, 0.3% active. AID 624038;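 active = activation above the run cutoff, the mean activation of all test compounds plus 3 SD, cut at about 18% in these data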
Target sequence (P08912 whole entry, looked up): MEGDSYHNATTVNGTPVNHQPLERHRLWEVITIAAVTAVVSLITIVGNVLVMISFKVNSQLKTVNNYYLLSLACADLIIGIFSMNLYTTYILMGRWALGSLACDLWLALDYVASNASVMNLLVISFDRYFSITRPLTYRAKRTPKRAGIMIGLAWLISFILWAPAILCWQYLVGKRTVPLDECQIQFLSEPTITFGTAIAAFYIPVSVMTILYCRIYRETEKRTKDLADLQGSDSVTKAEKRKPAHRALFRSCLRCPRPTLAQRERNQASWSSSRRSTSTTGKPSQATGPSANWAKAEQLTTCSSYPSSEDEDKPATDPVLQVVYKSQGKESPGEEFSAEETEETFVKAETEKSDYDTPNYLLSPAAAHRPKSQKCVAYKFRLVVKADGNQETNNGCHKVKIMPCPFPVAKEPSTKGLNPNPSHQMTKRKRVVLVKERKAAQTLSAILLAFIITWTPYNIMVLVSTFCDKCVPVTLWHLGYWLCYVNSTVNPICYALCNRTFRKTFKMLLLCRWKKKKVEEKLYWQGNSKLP
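System: CHO-K1 cell line with stable human muscarinic M5 receptor expression | Also added: EC20 acetylcholine as agonist stimulus | Compound: One concentration, 3 µM final (nominal) | Timing: Fluo-8 loading 80 min at 37 °C plus 30 min room temperature | Measured by: Fluo-8 calcium dye fluorescence, kinetic read | Read-out basis: % activation, ACh-normalized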
CHRM4 antagonist: CHRM4 antagonism in calcium assay; CHO-hM4 cells, ACh EC80, Fluo-8 calcium fluorescence; inhibition, % at 3 µM; 360,000 tested, 0.73% active; AID 624125;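 active = inhibition above its plate's cutoff, the mean inhibition of sample wells plus 3 SD, cut at about 27% in these data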;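 note: 0% = acetylcholine EC80 with DMSO and 100% = DMSO without agonist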
Target sequence (P08173 whole entry, looked up): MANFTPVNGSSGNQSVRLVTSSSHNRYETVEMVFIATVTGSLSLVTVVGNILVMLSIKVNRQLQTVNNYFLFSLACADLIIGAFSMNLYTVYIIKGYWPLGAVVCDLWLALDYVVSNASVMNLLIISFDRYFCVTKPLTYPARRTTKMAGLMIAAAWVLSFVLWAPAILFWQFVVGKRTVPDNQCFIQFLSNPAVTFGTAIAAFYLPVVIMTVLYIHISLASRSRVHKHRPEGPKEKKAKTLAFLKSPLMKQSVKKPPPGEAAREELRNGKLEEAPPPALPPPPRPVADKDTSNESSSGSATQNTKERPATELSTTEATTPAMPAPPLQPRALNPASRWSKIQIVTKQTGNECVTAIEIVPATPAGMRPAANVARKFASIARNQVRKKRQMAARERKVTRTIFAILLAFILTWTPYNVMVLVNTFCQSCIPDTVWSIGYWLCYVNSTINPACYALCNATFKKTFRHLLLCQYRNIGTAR
IDE cell inh: cellular human IDE inhibition; inhibition, % at 5.59 µM; HEK cells, FAbetaB cleavage, fluorescence polarization; P14735; AID 434962; 320,000 tested, 0.41% active;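 active = percent inhibition above the average of all tested compounds plus 3 SD, set per screening campaign, cut at about 16% in these data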;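 note: IDE supplied by intact live HEK cells; FP after avidin binding of uncleaved biotin substrate so inhibition keeps polarization high; 0% = DMSO wells and 100% = 60 µM reference IDE inhibitor Ii1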
CHRM4 agonist: CHRM4 agonism in calcium assay. CHO-K1 hM4/Gqi5, Fluo-8 calcium fluorescence; vehicle 0%, full acetylcholine response 100%. activation, % at 3 µM. 360,000 tested, 0.14% active;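 active = activation above the run mean over all test wells plus 3 SD, cut at about 32% in these data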;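 note: peak over basal fluorescence ratio per well then scaled between controls; 0% = DMSO wells and 100% = acetylcholine at EC100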
CHRM4 PAM: potentiates acetylcholine response at human M4 receptor; CHO-K1 hM4/Gqi5, Fluo-8 calcium fluorescence, ACh EC20; 0% = ACh EC20, 100% = maximal ACh; activation, % at 3 µM; 360,000 tested, 0.4% active; AID 624126;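 active = activation above its plate's cutoff, the mean activation of sample wells plus 3 SD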; note: some results filed as inactive read as strong as hits
CHRM5 agonist: CHRM5 agonism in calcium assay; CHO-K1 hM5 cells, Fluo-8 calcium fluorescence; 0% DMSO wells, 100% maximal acetylcholine response; P08912; activation, % at 3 µM; 360,000 tested, 0.19% active;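 active = activation above the run's mean over test compounds plus 3 SD, cut at about 23% in these data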;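 note: signal is peak over basal fluorescence ratio across the kinetic read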
M5 antag: antagonists of human muscarinic M5 receptor (CHRM5); CHO-hM5 cells, Fluo-8 calcium fluorescence, ACh EC80; P08912; 360,000 tested, 0.59% active; AID 624040; inhibition, % at 3 µM;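 active = inhibition above a per-plate cutoff, the mean of that plate's test compounds plus 3 SD, cut at about 27% in these data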;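 note: 0% = acetylcholine EC80 with DMSO and 100% = DMSO without agonist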
* = called active by the depositor; nt = not tested or not shown.

SMILES	CRFBP-R2 agonist	CRFR2-BP antag	M5 PAM	CHRM4 antagonist	IDE cell inh	CHRM4 agonist	CHRM4 PAM	CHRM5 agonist	M5 antag
COc1ccc(-c2csc(NC(=O)CSCc3c(C)noc3C)n2)cc1OC	0.7	-20	-12	-7	0	16	-3	1	5
Cc1ccc(C(=O)COC(=O)CNC(=O)Cc2ccccc2)cc1	-6.2	-27	-6	5	1	2	-4	3	1
CCC1SC(=NC(=O)c2ccc(Cl)c(Cl)c2)NC1=O (configuration not stated)	0.1	0	5	-1	4	-1	14	1	-6
O=c1c2ccccc2[nH]c2ccc(O)cc12	1.9	7	4	-13	-2	2	13	-5	-5
CC(=O)N(CN1C(=O)C2CC=CCC2C1=O)c1cccc(Cl)c1 (configuration not stated)	10	7	4	2	1	1	6	-3	-3
CCN(CC(=O)Nc1c(F)cccc1F)C(=O)CC1CCCCC1	-0.4	-1	6	7	-5	0	0	-1	6
O=C(Nc1ccc(S(=O)(=O)NC2=NCCCCC2)cc1)c1ccc(Cl)c([N+](=O)[O-])c1	-1.5	18	-6	-6	3	2	-3	-4	3
CCc1ccc(C(O)c2ncc(-c3ccccc3C(F)(F)F)[nH]2)cc1 (configuration not stated)	nt	nt	-9	-15	nt	3	0	4	5
O=C(NN1CCOCC1)c1ccc(Cl)cc1Cl	1.8	-12	12	6	5	0	-14	0	2
COc1ccccc1C(=O)NCC(=O)N1CC=C(c2ccccc2)CC1	-6.8	-9	-2	1	9	2	1	-1	-7
COc1ccc(CCNC(=O)c2coc3ccccc3c2=O)cc1	-1.1	8	-9	-1	1	8	-4	2	6
C[C@H](NC(=O)c1[nH]cnc1C(=O)Nc1ccon1)c1ccccc1	-0.5	-1	-3	-4	-1	2	1	-1	20
Cc1nn(Cc2c(Cl)cccc2Cl)c(C)c1NC(=O)c1sc2ccccc2c1Cl	3.4	-3	-1	-2	7	0	1	-9	-11
CCN(CC)S(=O)(=O)c1ccc(F)c(C(=O)OC2CC(C)OC2=O)c1 (configuration not stated)	0.0	7	-1	3	0	1	-4	1	2
CCOc1ccc(S(=O)(=O)N2CCN(C(=O)c3ccc(C)c(S(=O)(=O)N4CCOCC4)c3)CC2)cc1	0.1	-6	-10	-8	0	19	-8	-3	5
COc1ccc(C(=O)N[C@H](C(=O)NCc2ccc(C)cc2)C(C)C)cc1	1.0	-9	8	-5	3	1	1	-2	-6
O=C(O)c1ccc(CSc2nc3ccc(N4C(=O)C5C6C=CC(C6)C5C4=O)cc3s2)cc1 (configuration not stated)	4.9	18	-5	3	-1	3	3	0	-7
CCN1C(=O)[C@H]2[C@@H](c3ccc(-c4cc(C(C)=O)cs4)cc3)N3CCC[C@@]3(C(=O)OC)[C@H]2C1=O	-2.3	-4	-7	7	2	14	1	2	14
CC(C(=O)Nc1nccs1)N1C(=O)c2ccccc2S1(=O)=O (configuration not stated)	-1.6	-3	-3	0	0	1	-1	-1	3
COc1ccc(OC)c2c1sc(=NC(=O)C1COc3ccccc3O1)n2C (configuration not stated)	4.6	82*	8	-12	1	1	5	1	-4
O=C1Cc2ccccc2Sc2c(OCCN3CCCCC3)cccc21	0.6	-17	4	14	2	7	-13	-5	4
O=C(Cc1ccc(Cl)c(Cl)c1)Nc1ccccc1N1CCCC1	-0.5	8	7	-6	nt	2	-2	-4	-24
COc1ccc(NC(=O)CNS(=O)(=O)c2cccc3nonc23)c(OC)c1	1.8	13	-1	9	2	2	6	1	4
CSCCC(NC(=O)c1ccccc1Cl)C(=O)Nc1cccc(S(=O)(=O)N2CCCC2)c1 (configuration not stated)	-0.8	-1	5	-3	-1	1	5	-3	2
Cc1cc(=O)[nH]c2nc3ccccc3n12	-3.8	-1	1	-8	nt	1	-1	0	5
Cc1ccc(-n2cc(CN3CCNC(=O)CC3)c(-c3cccc(C)c3)n2)cc1	-1.0	-32	-1	-1	0	4	4	-1	-8
COc1cc(C(=O)NNC(=O)c2ccoc2C)cc(OC)c1OC	0.0	5	4	-2	-1	1	13	1	12
Cc1sc(NC(=O)CSc2nnc(C)c(=O)[nH]2)c(C#N)c1C	0.0	-11	0	1	1	-1	9	1	8
COc1ccc(C(=S)N2CCOCC2)cc1OC(=O)c1ccc([N+](=O)[O-])cc1[N+](=O)[O-]	-3.2	11	0	4	3	6	-1	2	7
CC1CCN(c2ccc3c(c2)S(=O)(=O)c2cccc(C(=O)NC4CCCCC4)c2C3=O)CC1	23	-21	-6	8	6	14	-9	4	14
Cn1ncc([N+](=O)[O-])c1C(=O)n1nnc2ccccc21	-1.5	-25	-5	2	nt	2	18	-1	-4
CC1=CC(C)(C)N(C(=O)Nc2ccccc2)c2ccccc21	1.4	-4	2	-8	4	1	6	-4	-1
COc1ccccc1-n1nc(C(=O)O)c2ccccc2c1=O	-1.0	6	-2	1	-1	1	2	1	5
CCOc1cc2[nH]c(=O)n(CCC(=O)NCCc3ccccc3)c(=O)c2cc1OCC	-1.1	11	13	-1	-1	0	6	-2	-1
Cc1cc(NC(=O)CSc2ccc3nnc(-c4ccccc4)n3n2)no1	1.0	5	0	0	3	2	-4	3	3
COc1ccc(NC(=O)Nc2ccccn2)cc1OC	-0.7	0	3	2	1	0	-4	-3	2
COc1ccc(S(=O)(=O)N2CCC(C(=O)N[C@H](C(=O)NCc3ccncc3)C(C)C)CC2)cc1	-0.6	22	-9	-7	6	1	7	-3	5
COC(=O)c1ccccc1N=Nc1c(C)n[nH]c1C	-0.1	-8	3	-1	8	0	2	-3	-1
CCC1=C(OC(=O)N(CC)CC)N2C(=O)OC(=NCCc3c[nH]c4ccccc34)[C@]2(C)[C@H]2C1=CC[C@H]1C(=O)N(CC(=O)OC)C(=O)[C@H]12	0.0	-2	4	-2	3	0	5	2	6
O=C(Oc1c(CN2CCOCC2)cc(Cl)c2cccnc12)c1cccs1	-1.0	-23	-4	-4	0	3	0	-9	4

Individual results from the list:
Cc1ccc(C(=O)COC(=O)CNC(=O)Cc2ccccc2)cc1 | CRFBP-R2 agonist = -6.2
CCOc1cc2[nH]c(=O)n(CCC(=O)NCCc3ccccc3)c(=O)c2cc1OCC | CHRM4 PAM = 6

Additional records follow.
SMILES	CRFBP-R2 agonist	CRFR2-BP antag	M5 PAM	CHRM4 antagonist	IDE cell inh	CHRM4 agonist	CHRM4 PAM	CHRM5 agonist	M5 antag
Nn1c(SCC(=O)Nc2ccc(F)cc2F)nnc1C1CCCCC1	-0.4	-2	0	-2	-4	0	5	0	3
COc1cc(C(Nc2ccccn2)c2ccc3ccc(C)nc3c2O)cc(OC)c1O (configuration not stated)	0.7	8	5	5	6	4	-3	3	-4
Cc1ccc(S(=O)(=O)N(C)c2ccc(OCC(=O)OCc3c(C)noc3C)cc2)cc1	-0.2	11	-3	6	-2	3	-5	-6	0
O=c1cc(CSc2ccccn2)nc(N2CCN(c3ccccc3)CC2)[nH]1	-2.5	13	-1	16	0	1	7	1	2
CC(=O)C(Cl)C(=O)Nc1ccccc1 (configuration not stated)	-1.7	5	2	2	nt	2	-2	5	6
COCCNS(=O)(=O)c1ccc(OCC(=O)OC)c(Cl)c1	-1.0	5	-1	6	-7	1	1	1	1
COc1ccc(-n2c(COc3ccccc3)n[nH]c2=S)cc1	-0.7	-1	11	-1	6	2	0	-4	0
COC(=O)CCN(C(=O)C1C2CC3CC(C2)CC1C3)c1ccccn1 (configuration not stated)	-0.8	1	-7	4	6	1	-1	1	3
CCCn1c(C)cc(C)c(C#N)c1=O	0.1	-11	-3	-9	2	0	4	-2	3
O=C(COC(=O)c1n[nH]c2ccccc12)c1cc(F)ccc1F	11	-6	-4	-5	-1	4	-6	1	-1
COC(=O)c1ccc(N2CCN(c3ccccc3)CC2)c(N)c1	-0.6	-12	-1	6	4	2	3	0	5
O=C(CCl)NN=C(c1ccccc1)c1ccccc1	-0.9	-33	-4	-5	4	7	-1	2	3
c1ccc(Cn2nnc3cnccc32)cc1	-1.1	-2	0	-7	-6	0	9	-2	-1
Cc1ccc(C(=O)C(C)OC(=O)c2ccccc2[N+](=O)[O-])cc1 (configuration not stated)	-3.5	36	0	-11	1	-3	6	-5	0
CCn1nc(C(C)C)cc1C(=O)N1CCCC(CO)(Cc2ccc(F)cc2F)C1 (configuration not stated)	-0.9	-9	-4	1	4	10	-8	3	7
Cc1c(C(=O)NCCN(C)C)n(C)c(=O)c2ccccc12	nt	nt	-5	-4	nt	1	4	0	2
COc1ccccc1C(=O)c1ccccc1C(=O)c1ccccc1	-3.2	13	1	-22	nt	3	5	-3	-3
O=C(c1cccnc1)N1CCN(S(=O)(=O)c2ccc(Cl)cc2)CC1	0.0	-2	4	2	-1	1	3	4	-3
COCCNC(=O)C(=O)NNC(=O)COc1ccc(OC)cc1	1.9	13	3	3	3	0	-3	1	-8
COc1cc(C(c2sc3nc(C)nn3c2O)N2CCN(c3ccccc3)CC2)cc(OC)c1OC (configuration not stated)	0.0	-29	0	3	1	4	-3	0	6

3 entries already listed, ordered by heavy-atom count, ascending:
SMILES	CRFBP-R2 agonist	CRFR2-BP antag	M5 PAM	CHRM4 antagonist	IDE cell inh	CHRM4 agonist	CHRM4 PAM	CHRM5 agonist	M5 antag
CCCn1c(C)cc(C)c(C#N)c1=O	0.1	-11	-3	-9	2	0	4	-2	3
CC(C(=O)Nc1nccs1)N1C(=O)c2ccccc2S1(=O)=O (configuration not stated)	-1.6	-3	-3	0	0	1	-1	-1	3
O=C1Cc2ccccc2Sc2c(OCCN3CCCCC3)cccc21	0.6	-17	4	14	2	7	-13	-5	4

Following part:
SMILES	CRFBP-R2 agonist	CRFR2-BP antag	M5 PAM	CHRM4 antagonist	IDE cell inh	CHRM4 agonist	CHRM4 PAM	CHRM5 agonist	M5 antag
CC(C)(C)C1CCC(C(=O)Nc2ccccc2N2CCOCC2)CC1 (configuration not stated)	0.5	-26	11	-10	7	-1	2	10	2
O=C(C[C@H]1CC[C@@H]2[C@H](COC[C@@H](O)CN2Cc2ccc(Cl)cc2)O1)NCCc1ccccc1	nt	nt	-5	6	nt	3	-4	0	11
O=C1CC(C(=O)Nc2ccccc2)S/C(=N\NC(=O)c2ccccc2Cl)N1 (configuration not stated)	-0.8	5	13	3	1	0	0	2	-3
CCn1c(SCC(=O)N2c3ccccc3CCc3ccccc32)nnc1-c1ccc(OC)cc1	-0.2	-36	4	-8	2	1	11	-4	3
O=C1c2ccccc2C(Nc2ccc(Cl)cn2)N1c1cccnc1 (configuration not stated)	-1.8	22	10	-27	9	0	9	1	-10
COc1ccccc1C(=O)/C=C/c1ccc(N2CCCCC2)c([N+](=O)[O-])c1	-0.6	18	0	9	5	-1	-6	-3	3
COc1ccc(CC(=O)NCc2nnc(SCc3ccc(C)cc3)n2C)cc1	-2.9	19	6	4	-3	-1	1	-1	0
O=C(CSc1nc(C(F)(F)F)cc(=O)[nH]1)Nc1cccc2ccccc12	0.4	0	17	-8	-7	0	22*	-2	-18
O=S(=O)(Nc1cccc2ccccc12)c1ccccc1F	-1.0	-10	0	4	-1	1	-1	-3	12
Cc1ccc(C(=O)OCC(=O)Nc2ccc3c(c2)OCO3)cc1S(=O)(=O)N1CCOCC1	-0.3	-21	-5	-4	2	2	-1	0	-1
CSc1nc2ccc(NC(=O)CSc3nnc(N)s3)cc2s1	-0.5	-10	-5	0	-1	1	8	4	6
O=C(c1cc2c(ccc3ccccc32)o1)N1CCN(c2ncc(C(F)(F)F)cc2Cl)CC1	3.6	-1	-6	11	0	0	-5	-3	2
COC(=O)C1=CN(CC2CCCO2)C=C(C(=O)OC)C1c1cccc(O)c1 (configuration not stated)	-3.1	15	3	3	1	1	10	-2	4

Assay outcomes as filed in PubChem.
